Screening data deposited in PubChem BioAssay by National Center for Advancing Translational Sciences (NCATS).
KB-3-1 tox – kills parental KB-3-1 adenocarcinoma cells; hit rate 1.4% among 400,000; KB-3-1 viability, CellTiter-Glo ATP luminescence, 72 h; Potency, µM (titrated, usually from 46.1 µM), inactives show at the top dose activity change, negative = cytotoxic, most hits filed as cytotoxic; further: on the % scale 0 is the no-effect control and ±100 the full control effect; nearly all actives have a fitted effect of over 60% in size
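Parental KB-3-1 viability, qHTS format: 72 h compound exposure, 37 °C; CellTiter-Glo; media-only wells and DMSO plates as controls; concentration-effect fits on corrected data.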
TDP-43 yeast inh – inhibitors of TDP-43 toxicity in yeast; hit rate 1.8% among 410,000; TDP-43 expressing yeast growth rescue, BacTiter-Glo, 24 h; Potency, µM (highest dose often 46.1 µM), without a hit: top-dose growth rescue (activation), actives largely listed as activators; AID 652104; further: % of control where 0% means no effect; nearly all actives have a fitted effect of over 50% in size
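Luminescence from BacTiter-Glo reports growth of TDP-43-expressing yeast after 24 hr at 30 deg C with compound. Cells were raffinose-pregrown to mid-log, then seeded in galactose medium at OD600=0.02.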
SW480 rereplic – inducers of DNA re-replication in SW480 colon cancer cells. SW480 DNA re-replication, Hoechst DNA content imaging, 48 h. Potency, µM (series often up to 46.1 µM), for inactives: at the top dose re-replication activation, hits mostly activators. hit rate 1.8% among 340,000; further: % of control where 0% means no effect; nearly all actives have a fitted effect of over 55% in size
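Per well, 250 cells were exposed to pinned compound for 48 hr. Nuclear DNA was visualised with Hoechst (40 min, 37 C) and total object intensity recorded by fluorescence scanning.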
GLP1R cytotox – cytotoxicity in counter-screen for GLP-1R inverse agonists; AID 624418; hit rate 0.13% among 410,000; HEK293 cAMP-luciferase reporter cells, luminescence, 24 h; Potency, µM (titrated, usually from 38.3 µM), without a hit: top-dose activity change, negative = inhibition, usual class: inhibitors;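 further: loss of luciferase light is scored as toxicity; on the % scale 0 is the no-effect control and ±100 the full control effect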
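Compound-treated cells are incubated 24 hr at 37 deg C under 5% CO2 after a 12 hour attachment period, then luciferase detection reagent is added and luminescence is measured following 12 min at room temperature; lowered signal indicates toxicity.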
GLP-1R inv ag – GLP-1 receptor (human) inverse agonism | Potency, µM (top dose mostly 38.3 µM), inactives show at the highest dose activity change, negative = inhibition, usual class: inhibitors | P43220 | HEK293 GLP-1R CRE-luciferase, luminescence, 24 h; GLP-1R form is constitutively active | hit rate 1.6% among 410,000; further: on the % scale 0 is the no-effect control and ±100 the full control effect; nearly all actives have a fitted effect of over 55% in size
Target sequence (P43220 whole entry, looked up): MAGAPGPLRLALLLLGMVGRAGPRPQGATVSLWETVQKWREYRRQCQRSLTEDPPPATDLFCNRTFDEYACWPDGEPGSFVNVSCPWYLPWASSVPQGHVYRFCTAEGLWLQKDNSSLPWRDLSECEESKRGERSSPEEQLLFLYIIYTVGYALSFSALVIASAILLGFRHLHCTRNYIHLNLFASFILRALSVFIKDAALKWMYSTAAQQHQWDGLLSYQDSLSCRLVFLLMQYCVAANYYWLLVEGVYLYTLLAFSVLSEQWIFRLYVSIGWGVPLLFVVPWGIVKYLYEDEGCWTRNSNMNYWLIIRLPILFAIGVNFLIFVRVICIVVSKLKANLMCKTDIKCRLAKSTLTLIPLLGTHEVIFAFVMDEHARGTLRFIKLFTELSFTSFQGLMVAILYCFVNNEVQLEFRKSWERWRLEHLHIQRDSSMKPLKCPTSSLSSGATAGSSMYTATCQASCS
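Seeding at 200 cells/uL, 12 h culture, 24 hr compound treatment, then luciferase reagent and a luminescence read; cells are HEK293 stably expressing a constitutively active GLP-1R plus cAMP-responsive luciferase.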
HT1080-NT tox – kills 2HG-producing HT-1080-NT fibrosarcoma cells; HT-1080-NT fibrosarcoma viability, CellTiter-Glo ATP luminescence, 48 h; Potency, µM (series often up to 46.1 µM), inactives show top-dose activity, negative = less viability, usual class: cytotoxic; hit rate 1.6% among 360,000;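 further: NT is the 2HG producing partner of a matched IDH1 knockdown line; 0% = DMSO-treated cells and -100% = media-only wells without cells; nearly all actives have a fitted effect of over 55% in size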
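Compounds were tested in concentration-response format on HT-1080-NT cells for 48 hours at 37 degrees C. Cell viability came from CellTiter-Glo luminescence; curves were classified by r2, response magnitude and activity.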
KB-V1 cytotox – KB-V1 MDR subline cytotoxicity | hit rate 3.4% among 400,000 | Potency, µM (top dose mostly 46.1 µM), for inactives: at the highest dose activity change, negative = cytotoxicity, actives largely listed as cytotoxic | AID 1347076 | KB-V1 MDR cells viability, CellTiter-Glo, 72 h; further: on the % scale 0 is the no-effect control and ±100 the full control effect; nearly all actives have a fitted effect of over 60% in size
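Potencies derive from concentration-effect curves fitted to normalized luminescence (CellTiter-Glo) of KB-V1 cells treated for 72 h at 37 degrees C in phenol-red-free DMEM containing 10% FBS.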
GLP-1R agonist – GLP-1 receptor (human) agonism | AID 624172 | P43220 | hit rate 0.007% among 380,000 | Potency, µM (titrated, usually from 45.6 µM), for inactives: at the highest dose activation, most hits filed as activators | HEK293 GLP-1R CRE-luciferase, luminescence, 4-6 h; cells express a hypersensitive GLP-1R form; further: % of control where 0% means no effect
HT1080 IDH1KD tx – kills HT-1080 cells with IDH1 knockdown | HT-1080 IDH1 knockdown viability, ATP luminescence, 48 h | Potency, µM (top dose mostly 46.1 µM), inactives show top-dose activity, negative = toxicity, most hits filed as cytotoxic | hit rate 2% among 360,000 | AID 686971;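 further: 0% = DMSO wells and -100% = cell-free medium wells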
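Using the IDH1-knockdown HT-1080 line run in the same batch and compound series as the NT line, viability after 48 h at 37 °C was determined by CellTiter-Glo luminescence and expressed as % activity.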
The depositor's hits bear a star; ? = inconclusive; . = not tested or not shown; [ ] = another dose, or the depositor's remark. The call rests on the fitted dose curve; in most records, active means well fitted curve in the direction sought with a large enough effect; inconclusive means small, poorly fitted or top-dose-only effect, or another doubt; inactive means no such curve, though single readings can be large; an effect the other way counts as inactive or inconclusive. Potency means the concentration at half of the fitted maximal effect. Rows were taken by chance, and some 9.4% of all compounds hit somewhere here.

SMILES | KB-3-1 tox | TDP-43 yeast inh | SW480 rereplic | GLP1R cytotox | GLP-1R inv ag | HT1080-NT tox | KB-V1 cytotox | GLP-1R agonist | HT1080 IDH1KD tx
CC1CCc2c(sc(NC(=O)CCC(=O)O)c2C(=O)NC2CC2)C1 (configuration not stated) | 4% | 19% | ? | -2% | 23% | -3% | 0% | 1% | 7%
CN1c2ccccc2N(C)C1c1ccc2c(c1)OCO2 | 5.8µM* | 5% | 1% | -8% | 7% | -17% | 0% | -11% | ?
Cc1ccc(NC(=O)CN(C)S(=O)(=O)c2cccc3nsnc23)cc1C | 9% | 25% | -1% | -9% | ? | 0% | -1% | -3% | 3%
CC1CC(C)CN(C(=O)c2ccc3c(c2)N(Cc2ccccc2)CCS3)C1 (configuration not stated) | -16% | ? | 10% | -16% | 11µM* | 10% | ? | 19% | -11%
COc1ccc(NC(=O)/C=C/c2ccco2)cn1 | -3% | 12% | -66%[inhibitor] | 17% | 10% | -14% | 3% | 5% | -9%
Cc1cccc(C)c1N(CC(=O)N(C)Cc1ccccc1)S(C)(=O)=O | 4% | 8% | 1% | -28% | -18% | 2% | 13% | -4% | 9%
Clc1cc2cccnc2c2ncccc12 | ? | 2% | 14% | ? | 4.5µM* | 0% | 9% | -2% | -5%
COc1ccc(OC)c(-c2csc(N3CCC(c4ccccc4)CC3)n2)c1 | -3% | 7% | -5% | 10%[0.307 µM] | 12%[0.307 µM] | 10% | -6% | 7% | 14%
Cc1nc(C)c(Cc2ccccc2Cl)c(=O)[nH]1 | 12% | 17% | 1% | -3% | 6% | 9% | 14% | -1% | 8%
CCOC(=O)c1c(C)[nH]c(C)c1C(=O)COC(=O)c1cccs1 | 14% | 13% | -5% | -3% | 2% | 1% | -11% | 0% | 6%
Cc1cccc(CCNC(=O)c2oc3c(C)c(C)ccc3c2C)n1 | -1% | 14% | -3% | 3% | ? | 17% | -1% | 19% | 8%
O=C(N/C(=C/c1ccco1)C(=O)N1CCc2ccccc21)c1ccco1 | 1% | -24% | -3% | 6% | -29% | -23% | ? | 0% | -13%
CCC(C(=O)NC1CCCC1)N(C(=O)Cn1nnc(-c2ccc(C)cc2)n1)C1CCCC1 (configuration not stated) | -18% | -7% | 18% | -5% | -21% | 9% | -6% | 0% | 17%
C=C[C@@H]1c2c(F)cccc2N(S(=O)(=O)c2ccc(C)cc2)[C@H](c2ccc(OC(C)=O)cc2)C1(C#N)C#N | ? | 0% | ? | 1% | -14% | ? | ? | -1% | ?
CC(CN1CCN(c2ccccc2)CC1)c1ccccc1 (configuration not stated) | -1% | -11% | -8% | 6% | 0% | 8% | -13% | -10% | -4%
COc1cc2c(cc1OC)C(C)N(CCN1C(=O)c3ccccc3C1=O)CC2 (configuration not stated) | 15% | -3% | 8% | 7% | 10% | -1% | 7% | -4% | 0%
CC(NC(=O)COC(=O)c1ccccc1O)c1ccccc1 (configuration not stated) | 3% | 0% | . | -5% | 1% | 6% | 12% | 5% | 14%
COC(=O)c1cc2sc(Cl)cc2n1Cc1cc(C)ccc1C | 9% | 9% | . | -6% | 9% | . | 13% | . | .
CC1CCCCC1NC(=O)C1CCN(c2c3c(nc4ncnn24)CCC3)CC1 (configuration not stated) | 0% | -16% | -4% | 2% | 34%[activator] | 18% | 19% | 8% | 12%
O=C(Nc1nncs1)C12CC3CC(CC(Cl)(C3)C1)C2 | 7% | 0% | -3% | -6% | 31%[activator] | -1% | 1% | 0% | -2%
CCOc1cc(CN2CCN(c3cccc(C(F)(F)F)c3)CC2)ccc1OC | -7% | -12% | -3% | -14% | -16% | -7% | ? | ? | 8%
COCCn1c(SCc2nnc(-c3ccc(OC)c(OC)c3)o2)nnc1-c1ccncc1 | -16% | -31% | ? | 0% | 10% | 2% | 2% | 10% | -3%
COc1ccc(-c2cc(C(F)(F)F)c(C#N)c(SCC(=O)Nc3ccc(F)cc3)n2)cc1 | 21% | 7% | . | -1% | 8% | . | 9% | . | .
COc1cccc(-c2cc(N3CCN(C(=O)c4ccoc4)CC3)n3nc(-c4cccc(Cl)c4)cc3n2)c1 | -7% | 3.5µM* | . | 6% | -1% | 0% | -1% | -8% | -2%

Of the compounds above, these contain a cyano group.
SMILES | KB-3-1 tox | TDP-43 yeast inh | SW480 rereplic | GLP1R cytotox | GLP-1R inv ag | HT1080-NT tox | KB-V1 cytotox | GLP-1R agonist | HT1080 IDH1KD tx
C=C[C@@H]1c2c(F)cccc2N(S(=O)(=O)c2ccc(C)cc2)[C@H](c2ccc(OC(C)=O)cc2)C1(C#N)C#N | ? | 0% | ? | 1% | -14% | ? | ? | -1% | ?
COc1ccc(-c2cc(C(F)(F)F)c(C#N)c(SCC(=O)Nc3ccc(F)cc3)n2)cc1 | 21% | 7% | . | -1% | 8% | . | 9% | . | .

(list continues)
SMILES | KB-3-1 tox | TDP-43 yeast inh | SW480 rereplic | GLP1R cytotox | GLP-1R inv ag | HT1080-NT tox | KB-V1 cytotox | GLP-1R agonist | HT1080 IDH1KD tx
Cc1ccc(C)c(N2N=C(C(=O)N(CC(C)C)c3c(N)n(Cc4ccccc4)c(=O)[nH]c3=O)CCC2=O)c1 | 10% | 4% | -1% | -5% | 7% | 1% | 6% | -2% | 4%
CCCOC(=O)c1ccc(S(N)(=O)=O)o1 | 5% | -2% | 1% | 18% | 12% | 20% | 18% | -11% | 16%
Cc1cc(C)c(C(=O)c2cccs2)c(C)c1 | -2% | -13% | -21% | -6% | ? | 11% | ? | 3% | 7%
c1cncc(-c2noc(-c3ccco3)n2)c1 | 0% | 2% | -5% | -2% | 11% | 9% | 6% | 0% | 15%
COC(=O)c1c(C)oc(C)c1S(=O)(=O)NCC1CC1 | 12% | 12% | -9% | -9% | 1% | 2% | 7% | -3% | 4%
COC(=O)c1c(CSc2ccc(Cl)cc2)noc1C(=O)NCc1ccco1 | 9% | ? | -8% | -20% | ? | -3% | -16% | -5% | 0%
CN(C(=O)CSc1nncn1-c1ccccc1)c1ccccc1 | 0% | 15% | -3% | 3% | 19% | ? | 6% | -1% | ?
O=C(NC1CCCCC1)c1cccnc1Sc1ccccc1Cl | 3% | 0% | -3% | -3% | 15% | -16% | -8% | 19% | 4%
Cn1c(Cn2c(=O)sc3ccccc32)nnc1SCc1cccc(F)c1 | -10% | 11% | -1% | -6% | -5% | 0% | -13% | 0% | -8%
CC1(C(=O)NS(=O)(=O)c2ccc(Cl)cc2)CCN1C(=O)c1ccccc1CCc1ccccc1 (configuration not stated) | 0% | ? | . | 7% | ? | -20% | 0% | -4% | -29%
O=C(COCC(=O)N/N=C/c1ccccc1F)N/N=C/c1ccccc1F | 17% | -16% | 1% | 14% | -13% | 2% | 3% | 6% | 16%
CC(C)N(CCc1ccncc1)C(=O)Nc1ccc(F)cc1 | 28% | 6% | 0% | -11% | 8% | -3% | 1% | 1% | 5%
CCOC(=O)/C(=N\NC(=O)c1ccccc1)c1ccccc1 | 8% | 14% | -4% | 1% | 6% | 3% | -11% | 3% | 11%
Cc1ccc(-c2ccc(/C=C/C(=O)c3ccccc3)o2)cc1 | 6% | ? | 3% | 64%[activator] | 0% | -5% | ? | -3% | 2%
Cc1ccc(NC(=S)NCCN2CCOCC2)cc1 | 0% | -8% | -5% | 20% | -1% | 7% | 0% | -3% | 17%
CCOc1ccc(S(=O)(=O)N2CCC(C(=O)N3CCN(c4ccccc4F)CC3)CC2)cc1C | . | 19% | 18% | 10% | 5.6µM* | -3% | . | 2% | -8%
CC(C)CC(N=C1NC(C)(C)Cc2ccccc21)C(=O)O (configuration not stated) | 4% | -13% | -7% | 5% | -7% | 10% | 16% | -10% | 3%
OC(COc1cccc(OCC(O)CN2CCCC2)c1)CN1CCCC1 (configuration not stated) | -11% | -9% | ? | ? | ? | 7% | -1% | -1% | -5%
O=C(c1ccc(NC(=O)C2(c3ccccc3)CCCC2)cc1)N1CCOCC1 | 2% | 0% | -1% | ? | ? | 14% | ? | 5% | 12%
COc1ccc(OC)c(NC(=O)N2CCN(S(=O)(=O)c3ccc4c(ccn4C)c3)CC2)c1 | 12% | 19% | . | -12% | 4% | . | -31% | -8% | .
CC(C)Cn1c(-c2ccc(S(=O)(=O)N3CCOCC3)cc2)csc1=Nc1cc(Cl)ccc1Cl | 3% | 12% | . | -9% | 4% | . | 2% | . | .
c1ccc(-c2nn3c(-c4ccccc4)nnc3s2)cc1 | -3% | -14% | -16% | 0% | 59%[activator] | 13% | ? | 1% | 20%
O=C(Nc1cc([N+](=O)[O-])ccc1N1CCCC1)c1cccs1 | 3% | 0% | 3% | ? | -14% | -7% | -2% | 3% | -8%
Cc1ccccc1NC(=O)C1CCN(C2=NS(=O)(=O)c3ccccc32)CC1 | 0% | -12% | -17% | 4% | 3% | -7% | -18% | 3% | 2%
CCC1CCCCN1C(=O)COc1ccc2c3c(c(=O)oc2c1)CCC3 (configuration not stated) | 0% | ? | 2% | -2% | 2% | 14% | 0% | 21% | 3%
CC1(C(=O)Nc2ccc3c(c2)OCCO3)CSCC(=O)N1CCc1ccccc1F (configuration not stated) | -12% | 14% | . | 0% | -21% | -10% | -28% | . | -13%
COc1ccc(F)cc1S(=O)(=O)N1CCCCC1 | 5% | 24% | -4% | 17% | 5% | 21% | -3% | 7% | 0%
COc1ccc(C(O)c2nc(-c3ccc(OC)nc3)cs2)cc1 (configuration not stated) | 0% | 25% | . | 1% | -6% | 1% | -19% | 22% | 6%

Profiles, looked up by structure. Order of screens: KB-3-1 tox, TDP-43 yeast inh, SW480 rereplic, GLP1R cytotox, GLP-1R inv ag, HT1080-NT tox, KB-V1 cytotox, GLP-1R agonist, HT1080 IDH1KD tx
CC1(C(=O)Nc2ccc3c(c2)OCCO3)CSCC(=O)N1CCc1ccccc1F (configuration not stated) is entered as -12%, 14%, ., 0%, -21%, -10%, -28%, ., -13%
COc1ccc(C(O)c2nc(-c3ccc(OC)nc3)cs2)cc1 (configuration not stated) is entered as 0%, 25%, ., 1%, -6%, 1%, -19%, 22%, 6%
COc1ccc(F)cc1S(=O)(=O)N1CCCCC1 is entered as 5%, 24%, -4%, 17%, 5%, 21%, -3%, 7%, 0%
